# Screening results: PubChem, several laboratories
# rCAG binder = binders of r(CAG) RNA repeats, primary screen, biochemical, fluorescence; inhibition, % at 3 µM; AID 651821, 2012; r(CAG) RNA repeat, TO-PRO-1 dye displacement fluorescence; actives 1.3% (n = 370,000);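 active = inhibition above the plate cutoff, the mean of all test compounds on that plate plus 3 SD, cut at about 35% in these data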;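 also: 0% = DMSO alone and 100% = 100 µM mitoxantrone as full dye displacement; higher means more dye released from RNA so lower well fluorescence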
# TDP2 inh = human TDP2 enzyme inhibitors, primary screen, biochemical, epi absorbance, recombinant enzyme | T5PNP hydrolysis, p-nitrophenol absorbance 415 nm | inhibition, % at 12.8 µM | Tyrosyl-DNA phosphodiesterase 2 (Homo sapiens), O95551 | AID 720702, 2013 | actives 0.34% (n = 370,000);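 active = inhibition above the mean of all tested compounds plus 3 SD, set per campaign, cut at about 25% in these data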;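 also: 0% = DMSO with enzyme and 100% = buffer with substrate but no TDP2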
# Target sequence (O95551 whole entry, looked up): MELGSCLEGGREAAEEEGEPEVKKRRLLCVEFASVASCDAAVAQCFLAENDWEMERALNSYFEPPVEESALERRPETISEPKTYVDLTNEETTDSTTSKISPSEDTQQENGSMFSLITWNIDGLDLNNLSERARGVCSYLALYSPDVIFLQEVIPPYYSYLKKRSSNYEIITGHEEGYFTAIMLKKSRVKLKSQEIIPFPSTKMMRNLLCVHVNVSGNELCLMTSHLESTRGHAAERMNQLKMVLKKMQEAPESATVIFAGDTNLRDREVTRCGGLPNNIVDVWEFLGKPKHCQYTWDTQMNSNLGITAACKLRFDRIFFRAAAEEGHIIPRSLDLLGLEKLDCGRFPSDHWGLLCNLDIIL
#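 System – recombinant human TDP2 · Quantity – TDP2 enzyme at 120 nM final · Doses – single concentration, 12.8 µM nominal, with 1% DMSO · Incubation – 2 h at 37 °C · Measured by – epi absorbance of p-nitrophenol freed from T5PNP by hydrolysis · Read-out – % inhibition relative to enzyme-containing and enzyme-free wells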
# Rev-erbA mod = modulators of Rev-erb alpha DNA binding, primary screen, biochemical, FITC-DNA, fluorescence polarization, uHTS; Nuclear receptor subfamily 1 group D member 1 (Homo sapiens), P20393; Rev-erbα–FITC-DNA binding, 90 min; activity, % at 10 µM; actives 0.79% (n = 370,000); AID 1259318, 2017;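 active = activity above about 14%, limit read from the data; passing the limit was not always enough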;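 also: 0% = DMSO wells with 35 nM protein and 100% = DMSO wells with 750 nM protein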
# HTRA1 inhibitor = HTRA1 serine protease inhibitors, primary screen, biochemical, fluorescence polarization, HTS. Q92743. recombinant HTRA1, FP-rhodamine activity-based probe. inhibition, % at 5.96 µM. actives 0.5% (n = 340,000). AID 504803, 2011; in the data active = inhibition above about 36%;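 also: 0% = enzyme with DMSO and 100% = wells lacking enzyme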
# Target sequence (Q92743 whole entry, looked up): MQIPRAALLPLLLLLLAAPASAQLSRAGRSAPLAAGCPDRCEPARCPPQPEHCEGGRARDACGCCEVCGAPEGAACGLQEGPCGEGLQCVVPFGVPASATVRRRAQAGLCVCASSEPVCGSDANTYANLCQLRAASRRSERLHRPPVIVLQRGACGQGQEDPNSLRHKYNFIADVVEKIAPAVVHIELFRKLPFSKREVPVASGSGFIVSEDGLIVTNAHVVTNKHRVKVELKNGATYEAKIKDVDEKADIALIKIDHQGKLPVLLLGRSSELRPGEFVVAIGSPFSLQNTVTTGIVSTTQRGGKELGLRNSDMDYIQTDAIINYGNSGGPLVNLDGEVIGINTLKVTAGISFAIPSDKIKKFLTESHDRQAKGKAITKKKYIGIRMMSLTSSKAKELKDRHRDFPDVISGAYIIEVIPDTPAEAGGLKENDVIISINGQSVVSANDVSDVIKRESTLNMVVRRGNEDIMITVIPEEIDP
# SIAE inh = human SIAE inhibitors, primary screen, biochemical, fluorescence polarization, FP-Rh probe, 1536-well HTS; Sialate O-acetylesterase (Homo sapiens), Q9HAT2; actives 0.69% (n = 370,000); inhibition, % at 9.66 µM; SIAE FP-Rh probe binding;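 active = inhibition above a cutoff: mean of compounds within the control limits plus 3 SD of those, cut at about 17% in these data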;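 also: 0% = plate median of compound wells and 100% = probe without SIAE protein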
# TCR-CD3 inh = inhibitors of human TCR-CD3 interaction, primary screen, biochemical, fluorescence, TAMRA-labeled TCR probe | actives 0.37% (n = 360,000) | inhibition, % at 9.4 µM | T-cell receptor (TCR); in the data active = inhibition above about 19%;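 also: recombinant mutant TCR 2C K166C tagged with TAMRA read by polarization; 0% = receptor in buffer alone and 100% = receptor with positive control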
# LEDGF integ inh = blockers of LEDGF/p75-dependent integrase strand transfer – biochemical, TR-FRET, high throughput, primary screen; HIV-1 integrase (with human LEDGF/p75); TR-FRET IN-LEDGF/p75 DNA integration, Eu/Cy5; inhibition, % at 3.7 µM; actives 0.64% (n = 370,000); AID 743269, 2014;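 active = inhibition above the screen-wide mean plus 3 SD, cut at about 13% in these data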;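 also: signal is the Cy5 over europium emission ratio at 671 and 618 nm; 0% = plate median of compound wells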
# ABHD4 inh = ABHD4 inhibitors, primary screen, biochemical, fluorescence polarization, mouse; (Lyso)-N-acylphosphatidylethanolamine lipase (Mus musculus), Q8VD66; purified mABHD4, FP-Rh probe fluorescence polarization; inhibition, % at 8.92 µM; actives 0.54% (n = 370,000); AID 720543, 2013;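 active = inhibition exceeding the mean over every tested compound plus 3 SD, cut at about 30% in these data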;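 also: 0% = plate median of compound wells and 100% = S159A mutant with DMSO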
#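 Doses – 8.92 µM, single dose · Material – wild-type mouse ABHD4 protein · Replication – single well per compound (singlicate) · Measure – percent inhibition of probe binding, normalized to plate controls · Schedule – 45 min compound pre-incubation plus 60 min probe step, 25 °C · Detection – fluorescence polarization with parallel and perpendicular emission, 525/598 nm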
# PG9 binder = binders of HIV-1 gp120 antibody PG9, primary screen, biochemical, TR-FRET | HIV-1 gp120 / PG9 antibody interaction | AID 624416, 2012 | TR-FRET gp120-PG9 antibody binding | actives 0.43% (n = 360,000) | inhibition, % at 6.7 µM; in the data active = inhibition above about 8.5%
# PRMT1 FP inh = PRMT1 methyltransferase inhibitors, primary screen, biochemical, fluorescence polarization; Protein arginine N-methyltransferase 1 (Homo sapiens), Q99873; recombinant PRMT1, activity-based probe fluorescence polarization; inhibition, % at 2.79 µM; actives 1.3% (n = 370,000);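 active = inhibition above about 21% made by adding two undisclosed values, limit read from the data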
# An asterisk follows results filed as active; nt = not tested or not shown. The list is partial; the hit share may differ from the screen's.
SMILES	rCAG binder	TDP2 inh	Rev-erbA mod	HTRA1 inhibitor	SIAE inh	TCR-CD3 inh	LEDGF integ inh	ABHD4 inh	PG9 binder	PRMT1 FP inh
NC(=O)CSc1nnc(Cn2c(=O)sc3ccccc32)n1-c1ccccc1	1	-2	5	1	-6	0	0	5	2.5	-2
O=C(NC1CCCCC1)C1CCCN(S(=O)(=O)c2ccc(Br)s2)C1 (stereo not given)	0	-5	3	2	5	-2	-1	2	-3.8	-1
COC(=O)C1(O)CC(C(C)C)=NN1C(=O)c1ccc(Cl)cc1 (stereo not given)	-4	-4	0	-2	-2	-2	-1	1	1.6	3
CC(C)(CO)CN1CCC(n2nccc2NC(=O)C2CCCC2)CC1	-1	7	3	0	6	-5	-3	-5	-1.0	-2
Cc1cnc(NC(=O)CSc2nnc(COc3ccccc3)o2)s1	3	-10	3	14	-1	8	0	5	-2.6	24*
O=C(O)c1cc(O)ccc1NC(=O)C1CCCO1 (stereo not given)	1	6	4	9	3	-4	0	-3	0.8	-1
Cc1cc(C)n2ncc(C(=O)NCCc3ccccc3)c2n1	-3	-6	-5	-4	-1	-4	-1	-6	2.1	2
COC(=O)c1ccc[n+](CC(=O)Nc2ccc(OC(F)F)cc2)c1	1	-2	4	2	3	3	-1	8	2.1	2
BrC(=C\c1ccccc1)/C=N/N1CCN(c2ccccc2)CC1	-3	-6	5	-6	1	-6	2	3	-2.2	-1
CC1=C(C(=O)Nc2ccccc2C)C2(CCCCC2)C(C(N)=O)C(=S)N1 (stereo not given)	2	3	-11	1	3	2	2	4	-1.2	1
O=C(Nc1cccc(C(=O)NC2CC2)c1)c1ccc(F)c(S(=O)(=O)N2CCOCC2)c1	1	-6	2	-2	-1	4	-2	-2	-0.5	1
COc1ccc(N=Cc2c(O)[nH]c3ccccc23)cc1OC	7	-19	-5	6	4	-1	-6	3	-12	1
Cc1[nH]c2ccccc2c1/C=N/Nc1ccc([N+](=O)[O-])cc1S(=O)(=O)Nc1ccc(Cl)cc1	10	-10	3	9	1	-3	-2	-1	1.9	2
COc1cc([N+](=O)[O-])ccc1NC(=O)CC(C)C	-3	1	-3	-1	1	-6	-4	-3	0.8	1
CCN(CC(=O)Nc1ccc(NC(C)=O)cc1)C(=O)CSCc1c(C)noc1C	-1	-12	5	-1	4	-4	-8	1	-0.5	2
C(=C\c1cccc2ccccc12)/c1nnc(-c2cccs2)o1	3	4	7	-63	-5	-2	4	-17	-0.7	3
Cc1cc(C)cc(C(=O)NCC(=O)OCC(=O)c2c(N)n(C)c(=O)n(C)c2=O)c1	0	4	13	8	7	-7	-2	-1	1.2	-3
CCOC(=O)c1cccc(NC(=O)C2(S(=O)(=O)c3ccc(Cl)cc3)CC2)c1	-7	-10	4	-1	-4	4	-2	1	1.3	-1
O=C1C=CN(C2OC(CO)C(O)C2O)C(=O)C1 (stereo not given)	1	3	0	9	1	5	2	2	-1.2	-1
CC1(C)CC(=O)C2=C(C1)N(c1ccc(Cl)cc1)C(=O)C2(O)C(F)(F)F (stereo not given)	11	3	-1	2	1	0	4	-5	0.8	-4
CC(C)N1CCC(=NNC(=O)c2cccs2)CC1	-2	3	0	-2	8	-6	0	7	-1.1	1
O=C(c1ccco1)n1nc(-c2ccco2)nc1SCc1ccccc1	1	5	-1	7	1	1	-2	-2	-1.3	0
COc1ccc(/C=C2\SC(=O)N(CC(=O)Nc3ccc(O)cc3)C2=O)cc1OC	10	-10	-3	2	-8	2	-9	1	-1.2	5
COc1ccc(CCc2nc3ccccc3n2C(CCc2ccccc2)c2nc3ccccc3[nH]2)cc1 (stereo not given)	9	-7	6	nt	-13	2	-1	-5	0.0	-1
Cc1ccc(C(=O)n2ccc3ccc(-c4ccc5ccn(Cc6ccc(C#N)cc6)c5c4)cc32)cc1	22	-6	40*	nt	-23	nt	10	-17	nt	8

# Next part.
SMILES	rCAG binder	TDP2 inh	Rev-erbA mod	HTRA1 inhibitor	SIAE inh	TCR-CD3 inh	LEDGF integ inh	ABHD4 inh	PG9 binder	PRMT1 FP inh
CCOc1ccccc1NC(=O)CSc1nnc(-c2ccccn2)n1Cc1ccco1	-6	-14	-2	0	-4	4	1	-2	1.1	-1
CC1=C(C(=O)OCc2ccccc2)C(c2ccc(-c3ccccc3)cc2)NC(=O)N1CCCCCC(=O)O (stereo not given)	34	2	1	-63	-6	0	2	-57	-0.1	-4
CC12CC3CC(C)(C1)CC(C(=O)N1CCN(C(=O)c4ccco4)CC1)(C3)C2	-14	0	0	-3	8	-3	-3	1	-0.3	2
Cc1ccc(C)c(N2CCN(C(=O)CCc3nc(-c4ccc(F)cc4)no3)CC2)c1	1	3	3	-18	3	-2	1	1	0.4	-2
COc1ccc(-n2nc(C(=O)NCC(=O)NC(C)C)c3ccccc3c2=O)cc1OC	0	8	-3	-3	0	6	-4	1	0.1	0
CC#CC[N+](C)(C)CCCCCCCCCC	1	-14	-5	7	2	3	6	-1	-1.6	-2
S=C1Cc2ccccc2C(c2ccc(Cl)cc2)N1 (stereo not given)	12	-17	-3	-14	-6	0	1	-5	-1.4	13
CC(C)c1ccc(C(=O)NCCCN(C)C)cc1	0	-9	-6	-1	-1	6	-1	4	-1.5	-2
COCCn1c(SCCCc2ccccc2)nc2c1c(=O)[nH]c(=O)n2C	-5	-3	0	-8	2	0	-2	6	-0.1	5
COC(=O)c1ccccc1NC(=O)CSc1nnc(C(CO)NC(=O)c2ccccc2)n1C (stereo not given)	-6	10	5	11	0	0	1	0	-1.6	0
N#C/C(=C\c1ccc(O)cc1)C(=O)N1CCCC1	0	8	-5	4	1	-3	-2	-1	-1.2	2
CC(Oc1cccc(Cl)c1)C(=O)NNC(=O)c1cccnc1 (stereo not given)	0	2	-2	2	10	0	-4	5	1.1	7
CCCc1cc(=O)[nH]c(SCC(=O)c2cc(C)n(C(C)COC)c2C)n1 (stereo not given)	-2	6	2	-7	-1	3	0	7	-0.2	1
CCc1nnc(NC(=O)CSc2nnc(-c3ccccc3O)n2-c2ccc(C)cc2C)s1	1	-7	-6	-36	-1	1	-2	1	-0.7	3
COc1ccc(CNC(=O)COC(=O)CN2C(=O)COc3ccccc32)cc1	-1	12	-1	2	4	4	0	0	2.2	0
COc1ccc(NC(=O)C2CCN(C(=O)c3ccc(OC)cc3)CC2)cc1	-1	-7	1	1	-2	-5	1	6	0.3	-3
CC1(C)CC2CC(C)(CN2C(=O)COC(=O)c2cc(Cl)cc(Cl)c2N)C1 (stereo not given)	-3	-3	3	-7	1	-1	0	2	1.3	-1
COc1ccc(N2C(=O)C(F)(F)C2c2ccc(C)cc2)cc1OC (stereo not given)	-3	-4	-3	-14	-7	0	3	-10	0.0	-7
COC(=O)c1c(C)[nH]c(C(=O)C(C)OC(=O)C2=NNC(=O)CC2)c1C (stereo not given)	-5	-2	0	7	-4	0	3	-6	-0.1	-3
CC1(c2nnc(-c3ccc(Cl)cc3)o2)CC(c2ccncc2)=NO1 (stereo not given)	-5	7	-4	-5	-1	4	-1	2	0.0	2
Cc1ccc(NC(=O)c2sc3nc(C)nc(N4CCN(c5ccccn5)CC4)c3c2C)c(C)c1	2	-8	8	-50	-5	4	4	-13	-2.5	-1
Cc1cc(C)cc(NC(=S)N=Nc2c(O)n(C)c3ccc(S(=O)(=O)N4CCOCC4)cc23)c1	17	6	0	15	-9	-8	3	7	1.2	3
CN(c1ccc(C(=O)NCc2ccccn2)cc1)S(=O)(=O)c1ccc(Cl)cc1	-9	5	6	-6	8	-2	1	1	-1.3	0
COC(=O)c1ccc(OC(=O)c2ccccn2)cc1	-1	9	1	7	6	-1	1	1	0.8	1
CCN1CCN(C(CNS(=O)(=O)c2ccc(Cl)cc2)c2ccccc2)CC1 (stereo not given)	-3	-7	-7	4	4	2	2	-8	1.6	2

# Given with values under each structure: part of the list above.
# Screens in order: rCAG binder | TDP2 inh | Rev-erbA mod | HTRA1 inhibitor | SIAE inh | TCR-CD3 inh | LEDGF integ inh | ABHD4 inh | PG9 binder | PRMT1 FP inh
- CCOc1ccccc1NC(=O)CSc1nnc(-c2ccccn2)n1Cc1ccco1
 : -6 | -14 | -2 | 0 | -4 | 4 | 1 | -2 | 1.1 | -1
- CC1=C(C(=O)OCc2ccccc2)C(c2ccc(-c3ccccc3)cc2)NC(=O)N1CCCCCC(=O)O (stereo not given)
 : 34 | 2 | 1 | -63 | -6 | 0 | 2 | -57 | -0.1 | -4
- CC12CC3CC(C)(C1)CC(C(=O)N1CCN(C(=O)c4ccco4)CC1)(C3)C2
 : -14 | 0 | 0 | -3 | 8 | -3 | -3 | 1 | -0.3 | 2
- Cc1ccc(C)c(N2CCN(C(=O)CCc3nc(-c4ccc(F)cc4)no3)CC2)c1
 : 1 | 3 | 3 | -18 | 3 | -2 | 1 | 1 | 0.4 | -2
- COc1ccc(-n2nc(C(=O)NCC(=O)NC(C)C)c3ccccc3c2=O)cc1OC
 : 0 | 8 | -3 | -3 | 0 | 6 | -4 | 1 | 0.1 | 0
- CC#CC[N+](C)(C)CCCCCCCCCC
 : 1 | -14 | -5 | 7 | 2 | 3 | 6 | -1 | -1.6 | -2
- S=C1Cc2ccccc2C(c2ccc(Cl)cc2)N1 (stereo not given)
 : 12 | -17 | -3 | -14 | -6 | 0 | 1 | -5 | -1.4 | 13
- CC(C)c1ccc(C(=O)NCCCN(C)C)cc1
 : 0 | -9 | -6 | -1 | -1 | 6 | -1 | 4 | -1.5 | -2
